Rtt109 HAT inh – blocks Candida albicans Rtt109/Vps75 acetyltransferase activity; inhibition, % at 34.9 µM; actives 0.16% (n = 330,000); AID 540336; Q5AAJ8; purified Rtt109/Vps75, ThioGlo CoA-SH fluorescence, 4 h;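 active = inhibition of at least 50% in every replicate; inconclusive = best replicate reaches 50% inhibition but some replicates fall short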
PvdQ inh – blocks Pseudomonas aeruginosa PvdQ acylase activity. purified PvdQ acylase, fluorescence plate reader. actives 0.063% (n = 340,000). inhibition, % at 10 µM; in the data active = inhibition above about 30%, passing the limit was not always enough; inconclusive = no clear call, values can overlap the other calls;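 also: 0% = vehicle neutral wells and 100% = reference inhibitor wells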
CAL PDZ FP-1 – CAL PDZ (human) peptide binding inhibition; Q9HD26; purified CAL PDZ, TMR-peptide fluorescence polarization, 1 h; inhibition, % at 24.9 µM; actives 0.92% (n = 300,000); AID 602252;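 active = mean inhibition of at least 30% with at least half of replicates also reaching 30%; inconclusive = no clear call, values can overlap the other calls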;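 also: 0% = DMSO neutral control and 100% = excess unlabeled competitor peptide PRC23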
PfHsp90 set2 – growth inhibition of yeast expressing Plasmodium Hsp90 | S. cerevisiae expressing PfHsp90, BacTiter-Glo ATP, 48 h; yeast lacking PDR1 and PDR3 efflux regulators | inhibition, % at 9.4 µM | actives 0.32% (n = 310,000) | AID 504621;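 active = every replicate shows inhibition above about 80%, whatever the replicate mean, limit read from the data; inconclusive = mean inhibition reaches the set limit but some replicate falls short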;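 also: 0% = DMSO neutral controls and 100% = 20 µM radicicol positive controls; yeast relying on Plasmodium falciparum Hsp90 in place of its own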
SR-BI uptake up – enhances SR-BI lipid uptake from DiI-HDL. CHO ldlA[mSR-BI] cells, DiI-HDL uptake fluorescence, 3 h; 100 = double the neutral-control signal. activation, % at 12.5 µM. AID 504775. actives 0.096% (n = 320,000);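 active = mean replicate activation of at least 60% and every replicate at or above 60%; inconclusive = mean or all-replicate condition met, but not both; inactive = mean below 60% and not all replicates reaching 60%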;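 also: 0% = median plate neutral-control signal and 100% = twice that signal; values of inactives mirror those of a sister screen read the other way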
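System: CHO ldlA[mSR-BI] cells / Medium: HEPES-buffered (25 mM, pH 7.4) F12 plus 0.5% BSA / Probe or stimulus: labelled HDL, 10 µg/mL / Doses: single compound concentration, delivered by pin transfer / Schedule: 3 h, 37 °C / Measured by: DiI fluorescence, bottom read / Measure: cell-associated DiI fluorescence as measure of HDL uptake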
SR-BI DiI inh – inhibitors of mouse SR-BI mediated HDL lipid uptake; actives 0.96% (n = 320,000); Q61009; ldlA[mSR-BI] CHO cells, DiI-HDL uptake fluorescence, 3 h; inhibition, % at 12.5 µM;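 active = mean replicate inhibition of at least 70% and a set share of replicates each scoring 70 or more; inconclusive = meets just one of the two criteria; inactive = fails both criteria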;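 also: 0% = median of neutral control wells and 100% = median of positive control wells; values of inactives mirror those of a sister screen read the other way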
MITF act – activators of MITF-driven TRPM1 promoter activity in SK-MEL-5 cells; AID 588334; actives 0.75% (n = 300,000); activation, % at 12.5 µM; SK-MEL-5 TRPM1-promoter luciferase, 24 h; % of positive control, neutral wells = 0;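 active = mean activation of at least 80% with every replicate also reaching 80%; inconclusive = mean reaches 80% but some replicate falls short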;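 also: 0% = neutral control wells and 100% = parthenolide positive control wells; values of inactives mirror those of a sister screen read the other way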
dFosB act – activators of mouse delta FosB homodimer; purified delta FosB, TAMRA-CDK5 oligo fluorescence polarization; percent of positive-control signal above neutral wells; actives 0.99% (n = 340,000); P13346; activation, % at 25 µM;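 active = mean activation above about 17%, with every replicate also reaching it, limit read from the data, passing the limit was not always enough; inconclusive = only one of the two conditions met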;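 also: fluorescence polarization rise as delta FosB binds a TAMRA Cdk5 AP-1 oligo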
NSD2 inh – blocks human histone methyltransferase NSD2. inhibition, % at 12.5 µM. actives 0.54% (n = 310,000). O96028. NSD2 peptide methylation, AlphaScreen, 120 min. AID 743445; in the data active = inhibition above about 50%
Target sequence (O96028 whole entry, looked up): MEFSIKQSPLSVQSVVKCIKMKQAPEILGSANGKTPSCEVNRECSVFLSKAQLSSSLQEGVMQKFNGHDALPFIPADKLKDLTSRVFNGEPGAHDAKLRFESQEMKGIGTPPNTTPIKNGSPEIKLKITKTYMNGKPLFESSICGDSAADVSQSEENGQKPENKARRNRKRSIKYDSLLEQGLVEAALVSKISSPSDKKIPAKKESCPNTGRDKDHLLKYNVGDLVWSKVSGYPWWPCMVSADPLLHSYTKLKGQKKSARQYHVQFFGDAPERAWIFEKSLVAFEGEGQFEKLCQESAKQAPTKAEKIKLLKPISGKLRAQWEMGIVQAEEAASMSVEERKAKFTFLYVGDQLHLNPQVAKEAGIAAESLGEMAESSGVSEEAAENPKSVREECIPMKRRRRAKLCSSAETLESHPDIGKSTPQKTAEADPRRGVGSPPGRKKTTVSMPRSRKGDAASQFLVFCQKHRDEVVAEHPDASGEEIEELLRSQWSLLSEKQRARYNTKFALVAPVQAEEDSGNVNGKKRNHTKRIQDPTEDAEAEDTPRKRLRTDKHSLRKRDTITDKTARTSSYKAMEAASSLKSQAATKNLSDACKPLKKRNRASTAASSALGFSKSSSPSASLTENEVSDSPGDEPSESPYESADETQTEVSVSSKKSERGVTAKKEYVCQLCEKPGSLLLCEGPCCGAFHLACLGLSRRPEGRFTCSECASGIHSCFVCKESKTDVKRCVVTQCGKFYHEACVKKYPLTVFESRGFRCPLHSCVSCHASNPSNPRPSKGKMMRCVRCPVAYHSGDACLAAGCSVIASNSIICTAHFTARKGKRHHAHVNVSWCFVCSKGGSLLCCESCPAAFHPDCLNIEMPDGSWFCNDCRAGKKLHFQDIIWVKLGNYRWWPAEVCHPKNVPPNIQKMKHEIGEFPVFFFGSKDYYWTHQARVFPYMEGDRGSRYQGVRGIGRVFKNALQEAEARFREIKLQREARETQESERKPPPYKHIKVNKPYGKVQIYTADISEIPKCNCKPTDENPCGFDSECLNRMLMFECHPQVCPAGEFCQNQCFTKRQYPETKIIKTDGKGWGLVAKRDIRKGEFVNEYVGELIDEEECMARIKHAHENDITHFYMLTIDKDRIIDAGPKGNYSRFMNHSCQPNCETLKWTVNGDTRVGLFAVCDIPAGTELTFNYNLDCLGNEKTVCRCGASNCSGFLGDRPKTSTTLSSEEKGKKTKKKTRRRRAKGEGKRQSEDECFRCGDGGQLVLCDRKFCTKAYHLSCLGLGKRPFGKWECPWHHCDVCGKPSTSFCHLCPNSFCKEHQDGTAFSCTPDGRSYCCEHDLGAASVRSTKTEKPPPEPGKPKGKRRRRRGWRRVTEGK
CAL PDZ FP-2 – blocks peptide binding to human CAL PDZ domain | Q9HD26 | purified CAL PDZ, TMR-peptide fluorescence polarization, 1 h | inhibition, % at 20 µM | actives 0.02% (n = 330,000) | AID 504414;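 active = highest replicate inhibition of at least 40%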;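 also: plate controls were DMSO neutral control wells for no effect and unlabeled competitor peptide control wells for full effect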
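Material: tagged CAL PDZ protein CerCALP, purified; buffer or medium: sodium phosphate/NaCl buffer pH 7.4 with TCEP, IgG, Thesit; also added: fluorescent TMR peptide probe; schedule: 1 h incubation at room temperature before polarization reading; technique: fluorescence polarization from S- and P-plane intensities, G-factor corrected; control set: unlabelled peptide and DMSO controls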
Starred values were filed as active, the others as inactive; ? = inconclusive; . = no result given; & = joins results of further samples.

SMILES	Rtt109 HAT inh	PvdQ inh	CAL PDZ FP-1	PfHsp90 set2	SR-BI uptake up	SR-BI DiI inh	MITF act	dFosB act	NSD2 inh	CAL PDZ FP-2
O=C(O)Cc1ccc(C(=O)c2ccc(Cl)cc2Cl)s1	.	-12	-1	-14	17	-17	-6	-3	0	-2.6
COC(=O)c1c(C#N)c(N)nc2c1CCC2	-493	-7	-3	-14	32	-32	-6	1	-5	-0.6
Cc1ccc(CC(=O)NCC2CCCCC2)cc1	-4	-19	0	-20	9	-9	44	0	6	-1.2
O=C(COc1c(Cl)cc(Cl)cc1Cl)c1ccc(Cl)cc1	-6	-8	-3	-12	4	-4	-7	-3	-5	-1.2
COc1ccccc1CN1CCNC(=O)C1CC(=O)NCCCn1cccn1 (configuration not stated)	8	15	-3	18	-52	52	3	-2	1	-1.7
CC(=O)c1cn(CCOc2ccc(F)cc2)c2ccccc12	12	7	-6	3	-3	3	1	-4	-2	-0.4
Cc1cccc(Cc2nnc(CCC(=O)N3CCCCC3c3nccs3)o2)c1 (configuration not stated)	.	7	5	-5	-29	29	9	2	-3	-0.9
O=C(c1cc2ccccc2cc1O)N1CCN(c2cccc(Cl)c2)CC1	0	-9	-3	.	2	-2	1	-9	-1	-2.3
OC[C@H]1NC[C@@H](O)[C@@H]1O	-1	-9	3	25	8	-8	-3	8	.	-1.0
CCCCn1c(N)c(N(CC(C)C)C(=O)C2CCN(S(=O)(=O)c3ccc(F)cc3)CC2)c(=O)[nH]c1=O	-6	-11	.	19	.	-28	-12	-9	24	-0.3
Cc1oc(-c2cccc(F)c2)nc1CN1CCCN(C(=O)c2ccco2)CC1	-1	-13	6	8	-11	11	1	-8	3	-0.7
Cc1ccc(NC(=S)Nn2cnnc2)c(C)c1	22	22	-2	-6	6	-6	-5	-5	-1	-2.0
CC(C)(C)C(=O)NC1(C(F)(F)F)NC(=O)N(Cc2ccccc2)C1=O (configuration not stated)	3	-14	-2	-11	11	-11	.	0	-3	0.2
CCOc1cc(N2CCOCC2)c(OCC)cc1NC(=O)c1cc(S(=O)(=O)N2CCOCC2)ccc1Cl	-3	-20	.	17	-34	34	-4	0	5	0.2
O=C(NN=Cc1ccccc1)c1ccccc1	15	-19	.	.	4	-4	55	-3	-1	-0.5
CC(=O)N1CCN(C(=O)CN2C(=O)NC(C)(c3ccc4ccccc4c3)C2=O)CC1 (configuration not stated)	19	5	-4	-11	12	-12	.	-5	27	-0.6
C=CCC(C(=O)OC)(C(=O)OC)c1ccc(C(F)(F)F)cc1[N+](=O)[O-]	10	-5	0	.	23	-23	-7	-12	-1	-1.5
CCC(C)C(=O)Nc1nc2ccc(OC)cc2s1 (configuration not stated)	-12	-2	.	-15	-10	10	.	-3	1	0.0
CCCN(CCC)C(=O)C1CC(=O)OC12CCCCC2 (configuration not stated)	4	8	-4	15	-5	5	-3	1	-1	-1.0
Cc1cc(S(=O)(=O)NCc2ccccc2)ccc1OCC(=O)N1CCCC1	-7	-12	-4	-35	-37	37	-2	-11	-1	-1.4

Nine neighbouring entries out of the list so far, quoted:
SMILES	Rtt109 HAT inh	PvdQ inh	CAL PDZ FP-1	PfHsp90 set2	SR-BI uptake up	SR-BI DiI inh	MITF act	dFosB act	NSD2 inh	CAL PDZ FP-2
O=C(O)Cc1ccc(C(=O)c2ccc(Cl)cc2Cl)s1	.	-12	-1	-14	17	-17	-6	-3	0	-2.6
COC(=O)c1c(C#N)c(N)nc2c1CCC2	-493	-7	-3	-14	32	-32	-6	1	-5	-0.6
Cc1ccc(CC(=O)NCC2CCCCC2)cc1	-4	-19	0	-20	9	-9	44	0	6	-1.2
O=C(COc1c(Cl)cc(Cl)cc1Cl)c1ccc(Cl)cc1	-6	-8	-3	-12	4	-4	-7	-3	-5	-1.2
COc1ccccc1CN1CCNC(=O)C1CC(=O)NCCCn1cccn1 (configuration not stated)	8	15	-3	18	-52	52	3	-2	1	-1.7
CC(=O)c1cn(CCOc2ccc(F)cc2)c2ccccc12	12	7	-6	3	-3	3	1	-4	-2	-0.4
Cc1cccc(Cc2nnc(CCC(=O)N3CCCCC3c3nccs3)o2)c1 (configuration not stated)	.	7	5	-5	-29	29	9	2	-3	-0.9
O=C(c1cc2ccccc2cc1O)N1CCN(c2cccc(Cl)c2)CC1	0	-9	-3	.	2	-2	1	-9	-1	-2.3
OC[C@H]1NC[C@@H](O)[C@@H]1O	-1	-9	3	25	8	-8	-3	8	.	-1.0

(listing goes on)
SMILES	Rtt109 HAT inh	PvdQ inh	CAL PDZ FP-1	PfHsp90 set2	SR-BI uptake up	SR-BI DiI inh	MITF act	dFosB act	NSD2 inh	CAL PDZ FP-2
COc1ccc(CN(CC(=O)NCc2ccco2)C(=O)CNS(=O)(=O)c2ccc(C)cc2)cc1	-5	-4	-2	-90	15	-15	9	-12	.	-4.3
Cc1ccc(S(=O)(=O)N2C[C@@H]3[C@H]4CC[C@H](C4)[C@@H]3[C@@H](C)[C@@H]2c2cn(Cc3ccccc3)c3ncccc23)cc1	3	8	-2	-7	36	-36	-3	-1	.	-0.8
COc1ccc(Cl)cc1N(C(=O)c1ccco1)C(C(=O)NC1CCCC1)c1ccco1 (configuration not stated)	-11	-6	.	12	.	.	-4	-6	3	-0.7
CCOc1ccc(NC(=O)CN(C)CC(=O)Nc2cc(Cl)ccc2C#N)cc1OCC	11	-2	5	-10	-34	34	-20	-6	1	-0.5
Cc1nnc(NC(=O)c2ccc(F)c(S(=O)(=O)N3CCCCC3)c2)s1	-4	-8	-5	1	1	-1	-10	9	2	-0.7
COc1cc(C(=O)OCCCc2cc3ccccc3c(=O)o2)cc(OC)c1OC	1	-10	-5	21	0	0	-8	2	.	0.4
Cc1cc(C(=O)Nc2ccc(C)c(C)c2)n(-c2ccccc2)n1	7	-9	-7	15	-9	9	-7	-9	3	-0.7
Nc1nc(SCc2ccc3c(c2)OCO3)n[nH]1	1	3	1	0	10	-10	-1	0	1	-1.9
COc1cccc(-c2nnn(CC(=O)O)n2)c1	-9	2	3	0	8	-8	6	-3	5	-2.1
O=C(NCCCN1CCCC1=O)c1ccc([N+](=O)[O-])s1	3	-13	4	.	-17	17	-14	-2	-6	-1.5
CCOC(=O)C1CCN(C(=O)c2cccc(S(=O)(=O)N3CCCc4ccccc43)c2)CC1	-4	-6	-1	-2	-17	17	-6	-4	-3	-0.2
COc1ccc(-c2cc(C(=O)N(C)Cc3cccc(OC)c3OC)c3ccccc3n2)cc1OC	4	-9	-2	-4	-23	23	16	-13	-10	-2.6
CN(C(=O)c1cccc(NC(=O)Cc2ccc([N+](=O)[O-])cc2)c1)C1CCCC1	1	4	-1	-11	-33	33	-51	-1	.	0.6
CC(Sc1nc(-c2ccccc2)cc(C(F)(F)F)n1)C(=O)NCc1ccco1 (configuration not stated)	-5	-3	-5	-17	-45	45	.	-10	-2	-1.9
COc1ccc(Cn2c(O)cc(=O)[nH]c2=O)cc1	0	0	-5	26	5	-5	3	2	2	0.0
CC(C)(CO)NC(=O)C(c1ccccc1)c1ccccc1	19	10	0	-27	32	-32	10	-9	-2	-2.5
Fc1ccccc1Cn1nnc2c(-n3ccnc3)ncnc21	5	-18	-7	17	37	-37	8	-8	-50	-1.4
Cc1ccc(-c2nn(-c3ccccc3)cc2/C=C/C(=O)OCC(=O)NC2CC2)o1	4	5	0	8	-72	72*	-4	0	0	-0.5
Cc1cc(-c2ccccc2)nc(N/N=C/c2ccc(O)cc2O)n1	-2	-6	0	-5	-75	?	.	1	12	0.2
CC(C)N(C(=O)CSc1nnc(NC(=O)c2ccco2)s1)C(C)C	14	-8	.	15	16	-16	.	1	3	-0.2
OC(COCc1ccccc1)CN1CCN(Cc2ccc3c(c2)OCO3)CC1 (configuration not stated)	-5	-6&-4	-15	23	15&14	-15&-14	-11	-6	-3	-2.2
CC(C)Oc1ccc(/C=N/NC(=O)C(CSCc2ccccc2)NC(=O)c2ccc([N+](=O)[O-])cc2)cc1 (configuration not stated)	-14	-8	-7	-22	-61	61	-12	-10	.	0.3
C/C(=N\OC(=O)c1ccc(F)cc1)c1ccc(F)c(F)c1	-5	5	.	-17	7	-7	.	-5	-5	0.2
Nc1ncc([N+](=O)[O-])cc1Br	-6	11	2	13	20	-20	3	-5	8	-1.3
Cc1c(Br)ccc(NC(=O)CCN2C(=O)C3C4CCC(C4)C3C2=O)c1C (configuration not stated)	6	-12	32*	-10	-29	29	36	-1	-1	-0.7
CCOC(=O)C(C)/C(C)=N/NC(N)=S (configuration not stated)	-2	-12	-6	10	-21	21	2	-11	-4	0.2
O=C(Cc1ccccc1F)Nc1ccc(S(=O)(=O)N2CCCCC2)cc1	3	-18	-3	18	-11	11	-5	-5	0	-1.9
CCC(=O)N(CCC(c1ccc(C)cc1)c1ccco1)Cc1ccco1 (configuration not stated)	26	9	-2	-7	6	-6	3	-9	.	0.0
Cc1ccc2nc(SCC(=O)Nc3ncccn3)[nH]c2c1	-1	-4	-4	-10	.	.	5	-1	.	-3.6
CCOc1ccc(C(C)=O)cc1COC(=O)c1ccccc1C(=O)N(C)Cc1ccccc1	15	5	-4	-13	-63	63	1	-11	.	-0.3
CCNc1nc2cccnc2s1	-3	-3	.	-3	19	-19	12	-2	-10	-1.5
CCc1ccccc1N1C(=O)c2cccc3c(N4CCOCC4)c([N+](=O)[O-])cc(c23)C1=O	-6	-12	-2	.	-32	32	-2	5	4	-1.1
O=C(NCCN1CCOCC1)c1cccc(S(=O)(=O)N2CCCCC2)c1	-1	-7	.	-9	10	-10	3	8	-2	0.6
Cc1ccc(CS(=O)(=O)c2ncn[nH]2)cc1	0	-9	.	-15	2	-2	8	5	-1	-0.8
CCOC(=O)c1cnc(SC)nc1Oc1cccc(NS(=O)(=O)c2ccc(Cl)cc2)c1	.	-20	-4	36	-45	45	.	-3	-3	-0.1
COc1ccc(S(=O)(=O)N2CCCCC2)cc1NC(=O)COC(=O)c1ccco1	-5	-12	7	-19	22	-22	9	-14	0	-0.6

Screening results deposited in PubChem BioAssay by Broad Institute.
